BAP1 inh: inhibitors of human BAP1 deubiquitinase; activity remaining (% of control), % at 20 µM; recombinant BAP1, Ub-AMC hydrolysis fluorescence kinetic; stronger effect = lower value; 72,000 compounds, 0.48% hits; Q92560;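 active = activity remaining at or below 50% of control, provided the compound also passes the data quality filters; inactive = the rest, including low values that fail the filters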;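 also: 100% = DMSO wells rate and 0% = substrate alone blank rate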
HePTP inhibitor: blocks human HePTP tyrosine phosphatase; P35236; recombinant HePTP phosphatase activity, OD absorbance; inhibition, % at 20 µM; 110,000 compounds, 0.64% hits; in the data active = inhibition above about 50%;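 also: plate controls were vehicle for no effect and reference inhibitor for full effect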
Target sequence (P35236 whole entry, looked up): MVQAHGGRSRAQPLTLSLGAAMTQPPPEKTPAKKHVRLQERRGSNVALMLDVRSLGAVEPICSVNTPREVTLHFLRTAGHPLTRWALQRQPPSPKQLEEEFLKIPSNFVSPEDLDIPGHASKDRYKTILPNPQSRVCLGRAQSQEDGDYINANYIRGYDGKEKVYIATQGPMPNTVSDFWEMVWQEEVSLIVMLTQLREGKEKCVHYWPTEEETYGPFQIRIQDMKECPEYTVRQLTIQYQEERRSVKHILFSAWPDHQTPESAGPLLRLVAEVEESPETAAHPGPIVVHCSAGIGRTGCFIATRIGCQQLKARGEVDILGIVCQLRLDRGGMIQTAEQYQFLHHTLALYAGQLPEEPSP
* marks the source's active call; other numbers are inactive results; . = not tested or not shown; & = joins results of further samples; ! = repeats disagree. Random draw from the library, and some 0.91% of all compounds hit somewhere here.

Structure | BAP1 inh | HePTP inhibitor
O=C1NC(=S)S/C1=C\c1ccc(OC(=O)c2ccccc2I)cc1 | . | 4.2
O=P(O)(c1ccc(Cl)cc1)c1ccc(Cl)cc1 | 99.0 | -5.8&9.8
COc1ccc(C(=O)NCCOc2ccccc2)c(OC)c1OC | . | 1.5
COc1ccc(C(=O)N/C(=C\c2ccc(-c3cccc([N+](=O)[O-])c3)o2)C(=O)NCc2ccco2)cc1 | . | -20.4
O=C(CCn1c(=O)[nH]c2ccsc2c1=O)N1CC(=O)N(CCc2ccccc2)C(=O)C1 | . | 4.0
COc1ccc(CC(=O)Nc2ccccc2C(F)(F)F)cc1 | . | -5.4
COc1ccccc1NC(=O)CSc1nnc(-c2ccc(C)cc2)o1 | 96.3 | 5.5
CC1CCN(C(=O)CSc2ccc3nnc(-c4ccccc4)n3n2)CC1 | 108.8 | 2.9
COc1ccccc1-c1nnc(NC(=O)c2ccc(F)cc2)s1 | . | 5.1
Cn1c(=NC(=O)C2CC2)sc2cc(F)cc(F)c21 | 89.8 | 0.2
Cc1oc(-c2ccccc2F)nc1CS(=O)(=O)CC(=O)N1CCc2ccccc21 | 99.0 | -3.7
Cc1cc(C)n(-c2nc3c(c(=O)n(C)c(=O)n3C)n2C)n1 | 50.1 | -1.2
CCOc1cc(C=C2C(=O)NC(=S)NC2=O)ccc1OCCOCCOc1ccc(C)cc1 | . | 3.4
CCC(=O)c1cc(F)c(N2CCN(C(=O)c3ccco3)CC2)cc1C | 83.3 | 19.2
O=C(O)c1cc(NS(=O)(=O)c2ccc3c(c2)OCCO3)cc(C(=O)O)c1 | . | -2.1
CCOC(=O)c1ccoc1CSCC(=O)N1CCN(S(=O)(=O)c2ccc(C)cc2)CC1 | 107.3 | -4.0
CC(=O)NC(=S)c1c(N)n(Cc2ccccc2)c(=O)n(C)c1=O | . | 2.5
Cn1c(=O)[nH]c(=O)c2c1nc(Br)n2CC(O)COCc1ccccc1 (configuration not stated) | 91.4 | 7.6
CCC(=O)Oc1ccc(C2N(C(=O)CC)CCN2S(=O)(=O)c2ccc(C)cc2)cc1OC (configuration not stated) | 81.2 | -1.0
COc1ccc(C(=O)NCc2nnc(SCC(=O)N3CCc4ccccc43)o2)cc1OC | 94.6 | 2.5
COc1ccc(/C=C(\NC(=O)c2ccccc2)C(=O)Nc2ccc(C)cc2)cc1OC | . | -7.1
COc1ccccc1C/C(N)=N/OC(=O)c1ccco1 | . | -6.6
CCOC(=O)c1c(C)[nH]c(C(=O)Cn2c(=O)c3c(ncn3CC)n(Cc3ccccc3)c2=O)c1C | 58.6 | 9.7
COC(=O)Cn1c(=NC(=O)C2CC2)sc2c(C)cc(C)cc21 | 91.2 | 3.2
CCOC(=O)N1CCC(N(C(=O)Nc2ccc(Cl)c(Cl)c2)C(C)CC)CC1 (configuration not stated) | 77.2 | 1.5
COc1ccccc1/C=C(\C)C(=O)c1c(C)cc(C)[nH]c1=O | . | 15.5
COc1ccccc1NC(=O)C(=O)NCC(C)C | . | -0.6
C=CCC(Nc1ccco1)c1ccccc1 (configuration not stated) | 109.1 | -1.6
CC(C)C(=O)Nc1cccc2nsnc12 | 108.2 | 8.5
O=C(/C=C/c1ccc(F)cc1)NC(=S)Nc1ccccc1 | . | 6.3
COc1cc2ccccc2cc1C(=O)Nc1ccc(Cl)cn1 | 152.1 | 2.7
Clc1ccc(-c2nc3ccccc3[nH]2)c(Cl)c1 | . | 12.4
CC(C)c1ccc(C(O)c2nccn2C)cc1 (configuration not stated) | 89.8 | .
CC(=O)c1cccc(NC(=O)Nc2ccc(C)cc2)c1 | . | -5.0
COc1ccc(S(=O)(=O)N(C)CC(=O)N2CCC(C)CC2)cc1Cl | 105.4 | -1.5
O=C1NC(=O)C(=Cc2ccccc2OCc2ccc(F)cc2)C(=O)N1 | . | 2.1
CCn1c(CCNC(=O)c2ccc(OC)c(OC)c2)nc2ccccc21 | 91.9 | 11.5
COc1nnc(-c2ccc(N3CCOCC3)c(NC(C)=O)c2)c2ccccc12 | 100.7 | 4.5
CC1CCN(S(=O)(=O)c2cccc(C(=O)Nc3nccs3)c2)CC1 | 77.5 | 10.4
Cc1ccccc1C(=O)NNC(=O)C(=O)NCCO | . | -9.4
CCc1ccc(S(=O)(=O)NCc2csc(C)n2)s1 | 107.7 | .
O=c1[nH]cc(-n2c(=O)c3ccccc3c3ccccc3c2=O)c(=O)[nH]1 | 76.5 | .
O=C1c2ccc(-c3nc4ccccc4c(=O)o3)cc2C(=O)N1C1CCCCC1 | 55.8 | 3.6
CCc1cc(=O)oc2c(CN3CCN(C)CC3)c(O)c(Cl)cc12 | . | 12.1
O=C(Nc1cccc(OCC(=O)N2CCOCC2)c1)C1CCCCC1 | 76.3 | 3.7
N#Cc1cc2c(nc1SCc1ccncc1)CCC2 | 112.0 | 7.5
CN(C)c1ccc(C(NC(=O)Cc2ccccc2)c2c(O)ccc3ccccc23)cc1 (configuration not stated) | . | 4.0
COc1cc(C2C3C(=O)N(Cc4ccccc4)C(=O)C3ON2c2ccccc2)cc(OC)c1O (configuration not stated) | 95.3 | -1.9
Nc1nc2n(n1)C(c1ccco1)CC(c1ccc(F)cc1)N2 (configuration not stated) | 96.5 | 3.1
O=S(=O)(/N=S1/CC=CCN1S(=O)(=O)c1ccccc1)c1ccccc1 (configuration not stated) | 110.2 | 6.6
CN(C)c1ccc(/C=N/NC(=O)C(=O)N/N=C/c2ccc(N(C)C)cc2)cc1 | . | 8.5
CCCOC(=O)C1=C(C)NC(=O)NC1c1ccccc1Cl (configuration not stated) | . | -6.4
COC(=O)c1cc(S(=O)(=O)Nc2ccc(NC(=O)c3ccccc3)cc2)ccc1Cl | . | -13.6
CC(C)C(=O)Nc1ccc(NC(=O)c2ccco2)cn1 | 102.6 | -5.0
Cc1c(Cl)cccc1NC(=O)/C(C#N)=C/c1ccc(C(=O)O)cc1 | . | -0.8
Cc1ccc(C(=O)N2CCN(c3ccccc3)CC2)cc1S(=O)(=O)N1CCCC1 | 61.6 | 7.7
O=C(O)CCSCCC(=O)O | 103.1 | 12.0
O=C(CSc1nc(-c2ccccc2)cc(C(F)(F)F)n1)NCCN1CCOCC1 | 139.6 | 3.8
Cc1ccccc1Nc1nc(N)nc(CN(C)c2ccccc2)n1 | . | 1.7
COc1ccccc1-c1nnc2sc(-c3cc4ccccc4o3)nn12 | 73.9 | -5.0

More entries follow:
Structure | BAP1 inh | HePTP inhibitor
CN(C)CCNc1ncnc2c1cnn2-c1ccccc1 | . | -10.8
COc1ccc(-c2ccc(C(=S)N3CCN(C(C)=O)CC3)o2)cc1 | 81.5 | 4.5
COc1ccccc1NC(=O)CSc1nnc(-c2ccoc2C)n1CCc1ccccc1 | 104.0 | -0.8
CCCC(=O)Nc1ccc(NC(=O)COc2ccc(Cl)cc2Cl)cc1 | . | 4.0
CCOCCn1c(SCc2ccc(F)cc2)nc2c1c(=O)[nH]c(=O)n2C | 89.2 | 6.1
COc1cc(/C=C2/SC(=S)N(C)C2=O)ccc1OC(=O)c1ccco1 | . | -17.0
Cc1csc(SCc2nnc(-c3ccccc3Br)o2)n1 | 74.3 | -2.9
O=C(CN1CCNCC1)Nc1ccccc1Cl | 88.9 | -11.1
CCOc1cc(C#N)c(NC(=O)Cn2nnc3ccccc32)cc1OCC | 109.0 | 1.8
CCOC(=O)N1CCN(C(=O)CSc2nnc(-c3cccc(OC)c3)o2)CC1 | 102.0 | 4.5
Cc1ccc2cc(-c3noc(C(C)(C)C)n3)c(=O)[nH]c2c1 | . | 4.8
Nn1nnnc1Nc1cccc2ccccc12 | . | 0.8
CC1CN(C)C(C)CC1NCc1ccccc1 (configuration not stated) | . | 4.5
CCOC(=O)c1c(C)c(C(=O)NCCOC)c(C)n1CC | 99.7 | 4.4
CCOCC(=O)N1CCCC(C(=O)OCC)C1 (configuration not stated) | 103.7 | -9.3
Cc1ccc(OCC(=O)Nc2ccc(-c3nc4ncccc4o3)cc2)c(C)c1 | . | 104.0*!
O=c1c2ccccc2c(/C=N/n2cnnc2)c(O)n1-c1ccccc1F | . | 6.2
Cc1ccc(C(=O)N2CCCCCC2)cc1Br | 97.6 | 5.8
CCNC(=O)/C(C#N)=C/c1ccc(O)c(OCC)c1 | . | 3.4
CCOC(=O)C1CCCN(c2c(NCC3CCCO3)c(=O)c2=O)C1 (configuration not stated) | 91.3 | 5.7

Of the compounds above, these contain a CF3 group:
Structure | BAP1 inh | HePTP inhibitor
COc1ccc(CC(=O)Nc2ccccc2C(F)(F)F)cc1 | . | -5.4
O=C(CSc1nc(-c2ccccc2)cc(C(F)(F)F)n1)NCCN1CCOCC1 | 139.6 | 3.8

Following part:
Structure | BAP1 inh | HePTP inhibitor
O=[N+]([O-])c1ccc(Oc2ccc(S(=O)(=O)N3CCN(c4ccccc4)CC3)cc2)cc1 | . | 8.1
COc1ccc(-n2nnnc2SCC#CCO)cc1 | 91.2 | -0.4
COc1ccc(C(=O)CSc2nc(C)cc(C)n2)cc1 | . | 3.5
Cc1ccccc1-n1c(=O)cc(N2CCN(Cc3ccccc3)CC2)[nH]c1=O | 91.4 | 3.3
COc1nc(Oc2ccc(=O)[nH]n2)nc(N2CCOCC2)n1 | 88.1 | -4.1
Cc1ccc(S(=O)(=O)c2c(C)nn(C(C)(C)C)c2OC(=O)C2CCCC2)cc1 | 119.0 | -1.6
CCn1c(=NC(=O)CSCC(=O)Nc2nccs2)sc2ccccc21 | 107.0 | 6.9
COc1cccc(NC(=O)C(=O)N/N=C/c2ccccc2OC)c1 | . | -29.6
O=C(Nc1cccc(C(=O)c2ccccc2)c1)c1ccc(Cl)cc1 | . | -7.2
Cn1c(SCc2ccc(C#N)cc2Cl)nc2ccccc21 | 117.1 | -3.1
Cc1ccc(C(=O)Nc2ccccc2C(=O)NCCCC(=O)O)cc1 | . | -8.5
CCCC(C(=O)c1ccccc1)n1cncn1 (configuration not stated) | 103.3 | -5.6
COc1ccc(OCCSc2nc(C)cc(=O)[nH]2)cc1 | 70.6 | .
O=C(CN1C(=O)C2(OCCO2)c2ccccc21)c1ccccc1 | . | 6.7
CC(=O)Nc1ccc(S(=O)(=O)Nn2cnnc2)cc1 | . | -7.8
CCS(=O)(=O)N1CCN(C(=O)c2cccnc2)CC1 | . | -10.7
COc1ccc2c(c1)nc(N)n2Cc1ccccc1 | 136.1 | 4.5
Fc1ccc(C2=NN(c3ccccc3)C(c3ccco3)C2)cc1 (configuration not stated) | . | 1.1
Cn1c(=O)[nH]c(=O)c2c1nc(NC1CCCCC1)n2Cc1ccccc1 | 101.3 | 4.6
N/C(Cc1cccc2ccccc12)=N\OC(=O)c1ccco1 | . | -15.2
COc1ccccc1NS(=O)(=O)c1ccc(Cl)c([N+](=O)[O-])c1 | . | -0.2
CC(C)(C)C1CCc2c(sc(NC(=O)C3CCCCC3C(=O)O)c2C(N)=O)C1 (configuration not stated) | . | 6.2
CCOCCn1c(CN2CCN(CCO)CC2)nc2c1c(=O)n(C)c(=O)n2C | 95.3 | -5.5
CCc1nnc(NC(=O)CSc2nnc(-c3cccnc3)n2CCc2ccccc2)s1 | 96.2 | 9.5
COc1ccc(C(=O)Nc2ccc3oc(-c4ccccc4Cl)nc3c2)cc1Br | . | -3.4
Cc1cc(C)cc(-n2nnc(C(=O)NCc3ccccc3)c2N)c1 | 96.8 | 2.8
CCCC(=O)Nc1ccc(NC(=O)c2ccccc2OC)cc1 | . | -9.6
CCn1c(CNc2ccc(F)cc2)nnc1SCC(=O)N1CCCc2ccccc21 | 105.2 | 6.9
CCCCN(C)CCn1c(=S)[nH]c2ccc(N3CCOCC3)cc2c1=O | 103.4 | 12.1
O=C1CSC(=S)N1CC1CCCO1 (configuration not stated) | 110.2 | 10.2
COc1cccc(-n2nnc3c(=O)n(CC(=O)N4CCC(C)CC4)cnc32)c1 | 96.0 | .
Cn1nc(-c2ccc(Cl)cc2)c2cc(C(=O)N3CCOCC3)sc21 | 89.1 | 1.8
O=C(Cc1csc(-c2ccccc2)n1)Nc1ccc(Br)cc1 | . | 9.4
Cc1ccc(S(=O)(=O)N2CCCCC2C(=O)N2CCN(Cc3ccccc3)CC2)cc1 (configuration not stated) | 119.4 | 4.6
O=C(CN(c1ccc(Cl)c(C(F)(F)F)c1)S(=O)(=O)c1ccccc1)N1CCOCC1 | 101.5 | -4.6&3.1
CCOc1ccc(C2C3(OC(c4ccc(Cl)cc4)C24C(=O)c2ccccc2C4=O)C(=O)c2ccccc2C3=O)cc1 (configuration not stated) | . | 9.4
O=C(Nc1ccc(S(=O)(=O)NCCc2ccccc2)cc1)c1ccco1 | 76.2 | -2.9
CS(=O)(=O)N1CCN(Cc2ccc(Br)cc2)CC1 | . | 11.7
Cc1nc2n(n1)C(c1ccccc1)C1=C(CC(c3ccco3)CC1=O)N2 (configuration not stated) | 43.9* | -8.7
Nc1nc(-c2ccc3c(c2)OCO3)cs1 | . | 9.7
Cc1cc(C(=O)CSCc2nnc3n(CCC(C)C)c(=O)c4ccccc4n23)c(C)n1C | 102.4 | 3.9
COCCCNC(=O)CN(c1ccc(OC)cc1OC)S(=O)(=O)c1ccc(C)cc1 | . | -3.7
Cc1cc(C)c(C(=O)/C(=C/c2ccco2)c2ccccc2)c(=O)[nH]1 | . | 5.6
CN(C)c1nc(Oc2ccc(=O)n(-c3ccccc3)n2)nc(N2CCOCC2)n1 | 101.8 | 3.8
